Assay outcomes from PubChem BioAssay.
BCR signal inh = inhibitors of chronic active B-cell receptor signaling | ABC-DLBCL IkBa-CBG/CBR reporter, luminescence ratio, 4 h | 340,000 compounds, 0.05% hits | AID 493014 | Potency, µM (highest dose often 46.1 µM), without a hit: top-dose ratio change, negative = lower green/red ratio, actives largely listed as inhibitors; active = well fitted inhibition curve with a large enough effect in the signal ratio, with a control signal flat, not every such curve was filed as active; inconclusive = small, poorly fitted or top-dose-only effect, or effect the other way, or a change in a side signal; the % refers to the signal ratio;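 also: potency is read from the fitted curve at half-maximal effect; plate controls were basal doxycycline-induced cells for no effect and cells given 10 µM MG132 for full effect; MG132 reads +100%, hits lower the ratio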
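Cell line TMD8 (human ABC DLBCL), stably expressing tet-inducible CBG68-IkBa fusion and CBR; IMDM/0.5% FBS; cpd up to 46 uM; dox induction, 4 h, 37C/5% CO2; dual luminescence; green/red ratio; MG132 control.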
MLL CXXC-DNA inh = MLL CXXC-DNA interaction inhibition; Potency, µM (doses to about 115 µM), for inactives: at the highest dose activity change, negative = inhibition, actives largely listed as inhibitors; Q03164; 290,000 compounds, 0.037% hits; AID 2662; MLL-CXXC / FITC-HOXA9 DNA fluorescence polarization; active = well fitted inhibition curve with a large enough effect in the polarisation, with a control signal flat, not every such curve was filed as active; inconclusive = small, poorly fitted or top-dose-only effect, or effect the other way, or a change in a side signal; inactive = no such curve, though single readings can be large or run the other way; the % refers to the polarisation; also: potency is read from the fitted curve at half-maximal effect
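Fluorescence polarization: 7 uM MLL-CXXC (stock) preincubated 5 min with compounds, then 50 nM fluorescein-HOX-A9 DNA (stock) added; 30 min ambient. Buffer 50 mM Tris-HCl pH 7.5, 50 mM NaCl, 1 mM DTT, 0.05% BSA.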
TSHR antagonist = blocks TSH signaling through the human TSH receptor; AID 504810; activity change, negative = inhibition, % at 11.5 µM; 330,000 compounds, 0.2% hits; TSHR-expressing cells, TSH-stimulated cAMP HTRF, 2 h; active compounds read low;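 active = activity change below a set negative limit, meaning inhibition stronger than a set level, cut at about -70% in these data; inconclusive = activity change between two set negative limits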; also: % is scaled to controls: 0 for no effect and ±100 for the full control effect
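Freshly harvested TSHR cells receive pin-tooled compound, then EC80 TSH at 4nM final. After 2 hours at 37 deg C, antibody in lysis buffer and cAMP-d2 are added; 30 minutes at ambient temperature precede the HTRF read.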
AT treatment = potential ataxia-telangiectasia treatments restoring KAP-1 phosphorylation | Potency, µM (highest dose often 57.5 µM), for the others: at the highest dose activation, most hits filed as activators | 320,000 compounds, 0.19% hits | […] A-T fibroblasts, KAP-1 phosphorylation AlphaLISA; neocarzinostatin DNA damage 30 min before lysis; also: potency is read from the fitted curve at half-maximal effect; % of control where 0% means no effect; nearly all actives have a fitted effect of over 45% in size
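ATM-like activity read as KAP-1 phosphorylation via AlphaLISA donor/acceptor antibody pairs after lysis and 6 hr at 25C. Cells were ATM-null patient fibroblasts ([…], hTERT), dosed 60 min, then exposed to the DSB inducer NCS for 30 min.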
Tb PFK inh = blocks T. brucei phosphofructokinase. O15648. T. brucei PFK, ADP-Glo luminescence. Potency, µM (doses to about 57.5 µM), inactives show at the top dose activity, negative = inhibition, usual class: inhibitors. 330,000 compounds, 0.17% hits;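 also: potency is read from the fitted curve at half-maximal effect; 0% = uninhibited 1x PFK enzyme wells and -100% = no-enzyme wells; nearly all actives have a fitted effect of over 60% in size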
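In TEA buffer at pH 8.0 with 5 mM MgCl2, enzyme (1.25 nM) converted F6P (0.5 mM) and ATP (0.1 mM) for 45 min at room temperature. ADP product was read by luciferase luminescence.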
Giardia kill = Giardia lamblia killing; AID 540267; Giardia lamblia trophozoite viability; 340,000 compounds, 0.15% hits; activity change, % at 7.66 µM, hits read low; in the data active = activity change below about -80%; inconclusive = between about -30% and that limit;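 also: parasites exposed to compound for two days anaerobically before the ATP read; % is scaled to controls: 0 for no effect and ±100 for the full control effect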
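Giardia trophozoites, 100 cells per well, were exposed to compounds for 48 hrs at 37 deg C under anaerobic conditions; viability was then read as ATP content by bioluminescence after 15-30 min at room temperature.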
TCR activator = activators of T cell receptors; Potency, µM (top dose mostly 9.22 µM), without a hit: top-dose activation of IL-2 secretion, actives largely listed as activators; primary human leukocytes, anti-CD3, IL-2 HTRF, 48 h; 330,000 tested, under 10 active; also: % of control where 0% means no effect
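Activity was scored as IL-2 release from primary human leukocytes given only a TCR signal (a-CD3 beads) plus compound for 48 hr. Detection used a two-antibody HTRF format read at 665nm.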
hERG WT inh = blocks the wildtype human KCNH2 potassium channel; 340,000 compounds, 0.37% hits; AID 720551; U2OS, BacMam KCNH2, thallium flux FluxOr; active compounds read low; activity change, % at 1.84 µM;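 active = maximum activity change below -70%; inconclusive = maximum activity change between -70% and -50%; inactive = maximum activity change above -50%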; also: % is scaled to controls: 0 for no effect and ±100 for the full control effect
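U2OS cells transduced with wild-type KCNH2 virus are loaded with FluxOr dye for 45 min, and thallium flux is measured in kinetic reads before and after stimulation buffer. Rate constants are normalized to DMSO controls.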
GALK inhibitor = inhibitors of human galactokinase | P51570 | Purified GALK, Kinase-Glo residual ATP luminescence | Potency, µM (titrated, usually from 57.5 µM), for inactives: top-dose activity change, negative = inhibition, hits mostly inhibitors | 270,000 compounds, 0.007% hits; also: potency is read from the fitted curve at half-maximal effect; % is scaled to controls: 0 for no effect and ±100 for the full control effect
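Luminescence from leftover ATP (Ultra-Glo luciferase/luciferin) served as read-out after a 1 h room-temperature reaction of 5 nM GALK with 35 uM ATP and 100 uM galactose.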
Coupling enz = counter-screen for Giardia aldolase inhibitors: coupling enzyme system; 290,000 compounds, 0.67% hits; coupling enzyme system counterscreen, AmpLite Red fluorescence; activity change, negative = inhibition, % at 58.2 µM, hits read low; in the data active = activity change below about -30%; also: % is scaled to controls: 0 for no effect and ±100 for the full control effect
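Coupling enzymes only (glyceraldehyde-3-phosphate) + compound, at 57.5 uM final, 10 min RT; add substrate/coupling/AmpLite Red mix, 20 min RT; fluorescence ex 525/em 598 nm. Actives flag coupling-system interference.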
Active calls of the source: *; ? = inconclusive; . = not tested or not shown; [ ] = another dose, or the depositor's remark. Unless noted, calls follow the shape of the dose curve; as a rule, active = well fitted curve in the direction sought with a large enough effect; inconclusive = small, poorly fitted or top-dose-only effect, or another doubt; inactive = no such curve, though single readings can be large; an effect the other way counts as inactive or inconclusive. Hits appear at their usual frequency. About 1.6% of those tested had a hit in this group.

mol	BCR signal inh	MLL CXXC-DNA inh	TSHR antagonist	AT treatment	Tb PFK inh	Giardia kill	TCR activator	hERG WT inh	GALK inhibitor	Coupling enz
Cc1cc(C)c(NC(=O)CS(=O)CC(=O)Nc2ccc(N3CCOCC3)cc2)c(C)c1 (stereo not drawn)	4%	10%	-2	-9%	1%	5	2%	-3	-4%	0
CCOC(=O)c1ccc(NC(=S)N2CCN(C)CC2)cc1	-2%	8%	29	9%	1%	11	.	0	-7%	2
CC1CCCCC12NC(=O)N(CC(=O)N1CCN(c3ccccc3)CC1)C2=O (stereo not drawn)	8%	.	-2	-2%	-1%	-1	-4%	-3	.	.
COc1ccc([N+](=O)[O-])cc1-c1nc2ccccc2nc1-c1ccccc1	-5%	6%	-8	9%	0%	18	.	3	-5%	1
CCOC(=O)c1cn2nc(Oc3ccc(C)cc3)ccc2n1	0%	4%	21	-12%	5%	9	1%	0	0%	1
O=C(NCc1ccc(F)cc1)C1CCN(S(=O)(=O)N2CCC3(CC2)OCCO3)CC1	-2%	-2%	26	4%	-4%	10	8%	4	4%	-4
COc1ccc(-c2cc(CNS(=O)(=O)c3ccccc3)on2)cc1	-1%	6%	-1	-2%	-2%	-4	2%	7	-2%	0
Clc1ccc(-c2nn3c(-c4ccncc4)nnc3s2)c(Cl)c1	-1%	-8%	4	2%	3%	.	.	.	8%	4
O=C(Nc1nccs1)c1ccc2nccnc2c1	?	-1%	-10	2%	-29%	16	0%	-7	-2%	-2
O=C(Nc1cc(S(=O)(=O)N2CCOCC2)ccc1N1CCCC1)c1ccc(F)cc1	-4%	.	-4	1%	-21%	7	-6%	11	.	.
Cc1ccc(C(=O)NNc2ncnc3c2cnn3C)cc1	-5%	-9%	8	4%	0%	-18	-3%	7	1%	3
Cc1ccc(C(=O)NCC(=O)OCC(=O)N2CCCc3ccccc32)cc1	-1%	6%	-4	-4%	-8%	-1	-4%[46.1 µM]	0	1%	2

3 compounds already listed, arranged by the number in GALK inhibitor, highest first.
compound	BCR signal inh	MLL CXXC-DNA inh	TSHR antagonist	Tb PFK inh	TCR activator	GALK inhibitor
Cc1ccc(C(=O)NCC(=O)OCC(=O)N2CCCc3ccccc32)cc1	-1%	6%	-4	-8%	-4%[46.1 µM]	1%
CCOC(=O)c1cn2nc(Oc3ccc(C)cc3)ccc2n1	0%	4%	21	5%	1%	0%
COc1ccc(-c2cc(CNS(=O)(=O)c3ccccc3)on2)cc1	-1%	6%	-1	-2%	2%	-2%

Random excerpt: 6 compounds from above, in no set order.
mol	BCR signal inh	MLL CXXC-DNA inh	TSHR antagonist	AT treatment	Tb PFK inh	Giardia kill	TCR activator	hERG WT inh	GALK inhibitor	Coupling enz
Clc1ccc(-c2nn3c(-c4ccncc4)nnc3s2)c(Cl)c1	-1%	-8%	4	2%	3%	.	.	.	8%	4
CCOC(=O)c1ccc(NC(=S)N2CCN(C)CC2)cc1	-2%	8%	29	9%	1%	11	.	0	-7%	2
O=C(Nc1cc(S(=O)(=O)N2CCOCC2)ccc1N1CCCC1)c1ccc(F)cc1	-4%	.	-4	1%	-21%	7	-6%	11	.	.
O=C(Nc1nccs1)c1ccc2nccnc2c1	?	-1%	-10	2%	-29%	16	0%	-7	-2%	-2
COc1ccc([N+](=O)[O-])cc1-c1nc2ccccc2nc1-c1ccccc1	-5%	6%	-8	9%	0%	18	.	3	-5%	1
Cc1ccc(C(=O)NNc2ncnc3c2cnn3C)cc1	-5%	-9%	8	4%	0%	-18	-3%	7	1%	3

(next part)
mol	BCR signal inh	MLL CXXC-DNA inh	TSHR antagonist	AT treatment	Tb PFK inh	Giardia kill	TCR activator	hERG WT inh	GALK inhibitor	Coupling enz
c1ccc2c(c1)CCCN2Cc1nnnn1C1CCCC1	-11%	0%	-1	3%	-2%	8	1%	6	1%	3
CCOc1nc(N2CCOCC2)nc(C)c1[N+](=O)[O-]	-5%	7%	8	-3%	1%	-1	-4%[46.1 µM]	-1	1%	-13
CC(C)(C)NC(=O)c1cc(-c2ccc3c(c2)OCO3)nc2ccccc12	4%	1%	-8	21%	0%	3	-4%	-10	-3%	.
Cc1ccc(N(CC(=O)NCc2ccncc2)S(C)(=O)=O)cc1	-20%	-10%	24	6%	-3%	-15	-2%[46.1 µM]	0	-1%	-10
COc1c(C)cc(C(=O)C2CCCN(C(=O)c3cc(C)nc(C)n3)C2)cc1C (stereo not drawn)	0%	8%	3	11%	-2%	3	-5%	5	0%	4
CCc1ccc(C(C(=O)NC2CCCCC2)N(C(=O)c2ccccn2)c2cccnc2)cc1 (stereo not drawn)	?	12%	-1	4%	1%	.	.	.	-1%	-1
COc1cccc(CN(C)C(=O)c2csc3c2CCCC3)c1OC	12%	4%	-1	5%	0%	8	2%	4	6%	-1
CCCCN(C(=O)CSc1ncnc2sccc12)c1c(N)n(Cc2ccccc2)c(=O)[nH]c1=O	1%	.	-10	-8%	7%	21	-4%	-22	.	.
Cc1ccc2nc3c(cc(C(N)=S)c(=N)n3CCCOC(C)C)c(=O)n2c1	11%	-8%	1	12%	6%	-13	-6%	-37	3%	-7
O=C(Nc1nc(COc2ccccc2)cs1)c1ccccc1F	?	-1%	-11	0%	-7%	19	-2%[46.1 µM]	-5	1%	-1
CCCCn1c(SCC(=O)OCC)nnc1-c1ccoc1C	4%	0%	1	-5%	4%	-4	2%	-15	3%	0
O=C(c1cc(C2CC2)on1)N1CCOCC1	6%	-1%	-3	2%	4%	7	4%	-9	3%	4
C=CCN1C(=O)c2ccc(C(=O)N(CCC)CC(=O)Nc3ccccc3C)cc2C1=O	-1%	.	.	-4%	13%	11	1%	1	.	.
Cc1cc(C)c(NC(=O)CSc2nc3[nH]ncc3c(=O)[nH]2)c(C)c1	2%	16%	4	-1%	-2%	-10	2%	1	1%	4
Cc1cc2c(n1-c1ccc(C(N)=O)cc1)CC(C)(C)CC2=O	?	-11%	-1	.	0%	-11	4%[46.1 µM]	-3	-3%	2
O=C(O)CN1CCN(C(c2ccccc2)c2ccccc2)CC1	1%	-6%	-1	4%	-1%	-12	7%	-16	3%	-1
COC(=O)c1nc(N)sc1-c1ccc(OC)cc1	0%	-9%	-3	1%	-3%	8	-2%	9	0%	1
C=CCOc1ccc(/C=N/NC(=O)C(=O)N2CCCCCC2)cc1OC	-24%	15%	-4	-2%	0%	26	-7%	14	-1%	1
CCCc1ccc(OCCNC(=O)CC)cc1	?	1%	-8	-7%	-4%	0	-2%	-10	0%	0
CCCc1cc(=O)[nH]c(SCC(=O)N2C(C)CCCC2C)n1 (stereo not drawn)	1%	-2%	-7	3%	0%	-21	0%	-2	-3%	3
COC(=O)CCSCC(=O)Nc1nnc(C)s1	-1%	3%	10	1%	-7%	-4	1%	-1	1%	0
CC(C)(C)c1ccc(C(=O)Nc2ccc(C(=O)N3CCCC3)cc2)cc1	-9%	20%	-1	-2%	0%	14	2%	4	5%	.
Cc1cccc(C(=O)NNS(=O)(=O)c2ccccc2)c1O	15%	-1%	4	6%	-3%	26	0%	-1	3%	2
O=C1CCCCC1C(Nc1ccc(Br)cc1)c1ccccc1 (stereo not drawn)	?	9%	-5	6%	1%	-9	-3%	41	0%	1
O=C(CSc1nc2ccccc2c(=O)n1Cc1ccco1)Nc1cccc(O)c1	-12%	8%	5	2%	-1%	-13	1%	1	-2%	9
CCC(=O)Nc1cccc(C2=NOC3(C2)C[C@@H](C(N)=O)N(C(=O)C(c2ccccc2)c2ccccc2)C3)c1 (stereo partly drawn)	?	4%	-4	-10%	-1%	9	9%	-5	-2%	-1
CC(C)Cc1nnc(NC(=O)CCC(=O)Nc2ccc(F)cc2)s1	2%	6%	9	15%	-2%	26	1%	8	3%	3
CC(N=Cc1ccccc1O)c1ccccc1 (stereo not drawn)	10%	-1%	0	4%	-3%	-13	2%	-12	1%	0
Nn1c(SCC(=O)Nc2nccs2)nnc1-c1ccccn1	-5%	.	3	0%	0%	2	1%	-8	.	.
CCCCCC1CC(CC(=O)Nc2ccc([N+](=O)[O-])cc2)OC1=O (stereo not drawn)	?	-7%	0	4%	-3%	12	0%	1	5%	5
COCCCNC(=O)CCCC(=O)NCCCOC	4%	-1%	0	1%	16%	0	8%	-5	0%	3
COCC(=O)NC1CCN(CC(=O)Nc2ccc(OC)cc2[N+](=O)[O-])CC1	2%	-18%	35	-4%	-6%	6	2%	3	1%	0
